# Screening results as filed in PubChem BioAssay.
# sEH activator: activators of human soluble epoxide hydrolase | P34913 | purified human sEH enzymatic activity, activator screen | activation, % at 2 µM | 0.04% of 91,000 active | AID 717; in the data active = activation above about 37%; note: values of inactives mirror those of a sister screen read the other way
# S1P2 agonist: agonists of human S1P2 receptor; O95136; S1P2-expressing cell line, agonist reporter read-out; activation, % at 4.5 µM; 0.46% of 97,000 active; AID 729; in the data active = activation above about 16%;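 note: 0% = vehicle low control and 100% = maximal reference agonist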
# Mac1 fbg inh: blocks human CD11b/CD18 adhesion to fibrinogen. AID 1497. K562 CD11b/CD18 adhesion to fibrinogen, ATPlite luminescence; Mn2+ added to activate the integrin. inhibition, % at 10 µM. 0.54% of 93,000 active;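 active = primary inhibition of 50% or more at 10 µM, then 40% or more on retest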; note: some results filed as inactive read as strong as hits
# Target sequence (P05107 whole entry, looked up, other chains not shown): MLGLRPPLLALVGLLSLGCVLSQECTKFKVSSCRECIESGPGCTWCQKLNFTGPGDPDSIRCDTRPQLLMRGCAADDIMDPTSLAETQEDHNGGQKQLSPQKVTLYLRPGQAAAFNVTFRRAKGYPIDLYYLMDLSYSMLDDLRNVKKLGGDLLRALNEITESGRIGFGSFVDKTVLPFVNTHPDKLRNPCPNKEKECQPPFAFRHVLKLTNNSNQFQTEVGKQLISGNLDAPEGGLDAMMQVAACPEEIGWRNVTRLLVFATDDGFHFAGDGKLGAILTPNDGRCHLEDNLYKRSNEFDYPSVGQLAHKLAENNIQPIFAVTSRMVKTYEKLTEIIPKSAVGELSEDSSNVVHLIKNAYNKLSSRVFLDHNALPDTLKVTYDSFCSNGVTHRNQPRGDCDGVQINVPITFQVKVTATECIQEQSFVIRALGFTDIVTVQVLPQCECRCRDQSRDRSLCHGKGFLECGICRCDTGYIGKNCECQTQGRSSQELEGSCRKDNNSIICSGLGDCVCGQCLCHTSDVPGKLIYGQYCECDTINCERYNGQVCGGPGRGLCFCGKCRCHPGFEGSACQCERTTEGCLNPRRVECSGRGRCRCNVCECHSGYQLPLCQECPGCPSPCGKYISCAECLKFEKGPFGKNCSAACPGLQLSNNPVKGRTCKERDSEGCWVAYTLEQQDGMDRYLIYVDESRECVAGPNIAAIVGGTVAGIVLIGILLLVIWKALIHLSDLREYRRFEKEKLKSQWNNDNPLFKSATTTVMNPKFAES
# PLAP activator: activators of human placental alkaline phosphatase; purified PLAP enzyme, luminescent substrate read-out; hits give high values; P05187; 1.2% of 96,000 active; activation fold at 20 µM; in the data active = activation fold above about 2
# PostGolgi yeast: growth inhibition of a yeast mutant, post-Golgi transport screen; 0.9% of 98,000 active; AID 739; post-Golgi transport phenotypic cell assay; inhibition, % at 10 µM;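 note: yeast cells grown in 1536-well plates; yeast grown about 18 h at 30C before absorbance read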
# Ecoli WT expand: blocks growth of wild type E. coli BW25113 | OD600 absorbance | growth inhibition, % at 100 µM | 0.15% of 98,000 active | AID 710;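 active = growth inhibition above about 50% at one test dose, limit read from the data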;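 note: growth measured after 20 h incubation at 37 °C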
# sEH inhibitor: inhibitors of human soluble epoxide hydrolase | recombinant human sEH enzymatic activity assay | inhibition, % at 2 µM | 0.34% of 91,000 active | AID 707; in the data active = inhibition above about 80%; note: values of inactives mirror those of a sister screen read the other way; many of its hits are not listed in these tables
# S1P2 antag: blocks the human S1P2 receptor | cell-based S1P2 antagonist assay, inhibition at 5 uM | inhibition, % at 5 µM | 0.21% of 97,000 active; in the data active = inhibition above about 45%;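 note: CRE beta-lactamase reporter cells expressing human S1P2 stimulated with S1P; 0% = agonist at EC80 alone and 100% = agonist plus reference antagonist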
# PostGolgi ctrl: inhibits growth of the yeast control strain; AID 738; efflux-deficient yeast background strain, growth absorbance A615, 16 h; inhibition, % at 10 µM; 5% of 98,000 active
# Numbers without * were called inactive; · = not tested or not shown. Cut-off read from the data, not from the text of the source, unless noted: active = inhibition above about 30%; inactive = the rest.
smiles,sEH activator,S1P2 agonist,Mac1 fbg inh,PLAP activator,PostGolgi yeast,Ecoli WT expand,sEH inhibitor,S1P2 antag,PostGolgi ctrl
CC(C1CC2CCC1C2)n1c(COc2ccccc2F)nnc1SCC(N)=O (stereo not drawn),0,-6,-5,1.3,-5,10,2,-5,4
C=CCn1c(SCC(=O)N2CC(=O)Nc3ccccc32)nc2scc(-c3cccs3)c2c1=O,·,-8,-13,1.6,0,-17,·,11,25
CCOC(=O)N1CCN(C(=O)CN2C(=O)COc3ccc(C(C)(C)C)cc32)CC1,·,-11,12,1.4,6,2,·,-8,3
O=C(COn1nnc2ccccc21)NCC1CCCCC1,-3,-4,-12,1,-1,-5,6,0,5
COc1cc(C2=NOC(C(=O)N3CCCc4ccccc43)C2)cc(OC)c1OC (stereo not drawn),-2,-1,0,1.2,-3,1,4,-28,-7
CC(=O)Nc1ccc(S(=O)(=O)N2CCN(c3nc(NC4CCCC4)c4ccccc4n3)CC2)cc1,-5,-2,-5,1.1,18,-3,6,16,6
COCCN1Cc2cccc(C(=O)NCc3ccccn3)c2C1=O,-3,-4,-12,1.1,-10,4,4,5,-4
CC1=C(C)CC(C(=O)NNC(=O)c2ccccc2O)C(C(=O)O)C1 (stereo not drawn),-7,-3,-9,1.6,-5,4,8,9,0
CSc1ccc(Cl)c(C(=O)OCC(=O)N2CC(C)OC(C)C2)c1 (stereo not drawn),2,-10,-6,1.3,1,3,-1,16,11
COc1ccc(F)cc1S(=O)(=O)NC(Cc1ccccc1)C(N)=O (stereo not drawn),-3,-4,·,0.9,0,7,1,28,7
CC(=O)OCc1c(COC(C)=O)[n+](=O)c2ccccc2n1[O-],1,-2,-13,1,10,41,-2,15,-1
CSc1nc(Oc2ccc(=O)n(C)n2)nc(N(C)C)n1,-12,-6,·,0.9,-21,-2,13,-28,3
OC(COCc1ccco1)CN1CCN(C(c2ccccc2)c2ccccc2)CC1 (stereo not drawn),-3,-3,-5,1.5,6,7,7,18,5
Cc1ccc(-c2noc(COc3ccccc3C)n2)cc1,11,-3,11,0.8,-1,2,-12,11,13
Fc1ccccc1COc1ccc(Br)cc1CNCc1ccncc1,2,0,21,1.7,99*,8,-1,0,97*
COc1ccc(N2C(=O)CCC(C(=O)N3CCCCC3)C2c2ccc(OC)c(OC)c2)cc1 (stereo not drawn),6,-12,-26,1.5,0,1,-5,-8,4
O=C(O)CC(C(=O)O)n1nc(-c2ccccc2)cc1-c1ccccc1 (stereo not drawn),·,·,-2,1.2,-10,-2,·,·,-2
CCOc1ccccc1N1CC(C(=O)Nc2ccccc2N2CCOCC2)CC1=O (stereo not drawn),8,-1,1,1.5,0,1,-6,1,3
CN1CCN(C(=O)/C(=C/c2ccccc2)c2ccccc2)CC1,-4,-6,2,1.3,-6,2,6,17,7
CCCCCn1c(SCC(=O)OCC)nc2cc(C(=O)NCc3ccco3)ccc2c1=O,-2,0,-10,1,-3,-2,-1,26,18
COC(=O)c1c(NC(=O)CN2CCN(c3ccccc3OC)CC2)c2c(C)cccc2n1C,7,-4,-6,1.5,-12,0,-8,19,5
CC(=O)N1CC2(C)CN(C(C)=O)CC(C)(C1)C2O (stereo not drawn),-7,-1,6,0.8,-3,7,6,5,-1
O=C(CSc1ccc(Cl)cc1)N1CCN(c2ccc(Cl)cc2[N+](=O)[O-])CC1,0,-3,-10,1,2,-14,1,-1,72*
CC(=O)Nc1ccc(NC(=O)CC2Nc3cccc4cccc(c34)NC2=O)cc1 (stereo not drawn),0,-7,-6,1,2,-3,1,22,7
CCC(=O)Nc1ccc(NC(=O)CSc2nnnn2C(C)C)cc1,9,-3,-36,1,6,4,-11,2,4

smiles,sEH activator,S1P2 agonist,Mac1 fbg inh,PLAP activator,PostGolgi yeast,Ecoli WT expand,sEH inhibitor,S1P2 antag,PostGolgi ctrl
C=C(C)Cc1c(C)c(C#N)c2nc3ccccc3n2c1N1CCCCC1,15,-1,-29,1.1,3,0,-14,-16,18
COc1ccc2cc3cc(C(=O)NCCN4CCc5ccccc5C4)oc3nc2c1,-3,-4,·,1.4,6,7,4,21,66*
COc1cc(C(=O)N2CCC(NC(=O)C(Cc3ccccc3C)NC(C)=O)CC2)cc(OC)c1OC (stereo not drawn),6,-5,-3,1.5,-8,9,-4,2,-5
CSc1cccc(NC(=O)CN(c2cc(C)ccc2C)S(C)(=O)=O)c1,-5,-9,0,1.2,1,-16,4,14,5
O=C(CCn1c(=S)[nH]c2ccccc2c1=O)NCCCN1CCCC1=O,27,-4,-8,1,-4,1,-26,-8,19
Cc1ccc(O)c(-c2cc(C(F)(F)C(F)F)[nH]n2)c1,10,-3,5,2*,12,34,-9,1,17
NC(=O)c1ccc(NC(=O)C2CCCO2)cc1 (stereo not drawn),7,219*,·,1.2,-4,-3,-4,6,4
Cc1ccc(-c2cc(C(=O)NCc3ccccn3)no2)cc1,-13,11,4,0.9,8,4,16,2,-5
COc1ccc(C(C)=O)cc1CN1C(=O)NC2(CCCCC2C)C1=O (stereo not drawn),5,-8,-8,1,-2,-4,-4,1,3
O=c1cc(/C=C/c2cccs2)[nH]c2ccccc12,-5,0,-7,0.8,5,-12,5,-31,15
CCOC(=O)C(CCCOc1ccccc1C)C(=O)OCC,14,-1,25,1.3,-8,-8,-12,-19,5
c1ccc(Cc2nn[nH]n2)cc1,·,·,2,1,4,-7,·,·,2
Cc1ccnc(N2CCC(C(=O)Nc3ccc4c(c3)CCC4)CC2)n1,·,·,10,1,7,-2,·,·,14
C=CCNC(=O)C1CCN(c2c([N+](=O)[O-])cc(C(F)(F)F)cc2[N+](=O)[O-])CC1,-37,-8,2,0.9,14,-3,38,-2,-3
Cc1ccc(C(=O)NNC2=NCCC2)cc1,-5,0,11,1,13,0,8,-25,2
CCOc1ccccc1N/C=C/C(=O)C(C)(C)C,7,-1,-1,0.9,-18,-4,-5,-5,33*
CCOc1ccc(CCNC(=O)COC(=O)c2cccnc2OCC)cc1OCC,-5,-7,2,1.6,-2,10,7,-7,0
CSc1nnc2c(n1)OC(c1ccsc1)N(C(C)=O)c1ccccc1-2 (stereo not drawn),-4,-6,5,1,0,15,0,27,10
O=C1c2ccccc2C(=O)N1CCCCN(C(=O)c1ccco1)c1ccc(Cl)cc1,-5,-3,-2,1.4,2,-10,9,3,31*
CCNCc1cc(Br)c(OCC(=O)Nc2ccccc2)c(OC)c1,-10,-5,·,·,·,·,14,16,·
C=CCn1c(SCC(=O)Nc2ccc3c(c2)CCC3)nnc1-c1cccs1,·,·,8,1.7,-5,2,·,·,11
Cn1c(-c2ccc3nc(N)sc3c2)nc2cc(N)ccc21,6,-1,-25,1,-4,8,-5,-52,1
COc1cc2c(cc1OC)C(C)N(C(C)=O)CC2 (stereo not drawn),20,-7,·,·,·,·,-16,-12,·
CCOC(=O)c1c(NC(=O)CCC(=O)N2CCOCC2)sc2c1CC(C)(C)OC2,19,-2,·,1.3,-3,-3,-21,-2,7
O=C(O)c1cnn2c1NC(c1ccc(F)cc1)CC2C(F)(F)F (stereo not drawn),-4,-5,-30,1.1,-2,2,7,8,-6

# Arranged by SMILES length (highest first): five of the compounds above.
smiles,sEH activator,S1P2 agonist,Mac1 fbg inh,PLAP activator,PostGolgi yeast,Ecoli WT expand,sEH inhibitor,S1P2 antag,PostGolgi ctrl
O=C1c2ccccc2C(=O)N1CCCCN(C(=O)c1ccco1)c1ccc(Cl)cc1,-5,-3,-2,1.4,2,-10,9,3,31*
C=C(C)Cc1c(C)c(C#N)c2nc3ccccc3n2c1N1CCCCC1,15,-1,-29,1.1,3,0,-14,-16,18
Cc1ccc(-c2cc(C(=O)NCc3ccccn3)no2)cc1,-13,11,4,0.9,8,4,16,2,-5
CCOC(=O)C(CCCOc1ccccc1C)C(=O)OCC,14,-1,25,1.3,-8,-8,-12,-19,5
NC(=O)c1ccc(NC(=O)C2CCCO2)cc1 (stereo not drawn),7,219*,·,1.2,-4,-3,-4,6,4

# Next results follow:
smiles,sEH activator,S1P2 agonist,Mac1 fbg inh,PLAP activator,PostGolgi yeast,Ecoli WT expand,sEH inhibitor,S1P2 antag,PostGolgi ctrl
O=C(O)CCCC(=O)Nc1c(F)c(F)c(F)c(F)c1F,·,·,3,1,-5,2,·,·,3
N#CCCCCn1c(-c2cncs2)nc2ccccc21,·,-7,16,1.1,11,0,·,-31,3
O=C(c1ccc(Br)cc1)N(C1=NCCCCS1)c1ccccc1,6,-8,-51,1,-6,0,-4,12,9
Cc1ccc(S(=O)(=O)NCc2ccc(C(=O)N(C)CCC#N)cc2)cc1,19,-2,4,1,-1,0,-22,10,5
C/C(=C(\C#N)C(=O)NCc1ccccc1)N(C)C,4,-4,5,1.1,-6,-4,-5,1,8
COc1ccccc1-c1cc(C(=O)N2CCN(c3ccc(F)cc3)CC2)no1,-4,-8,-15,0.9,0,-7,3,10,16
COc1ccc(C(=O)Nc2ccc(S(=O)(=O)NC(C)=O)cc2)cc1,·,-6,10,0.9,-8,-4,·,13,36*
O=C(NCc1ccco1)C(Cc1ccccc1)N1C(=O)c2ccccc2C1=O (stereo not drawn),-17,-5,-6,1,1,0,20,21,10
O=C(COC(=O)c1cc(-c2cccs2)nc2ccccc12)NCc1ccco1,·,-3,-8,1.4,-6,-16,·,-11,16
S=c1[nH]nc(-c2ccccc2)n1Cc1ccccc1,·,-6,1,1,-2,10,·,14,27
O=C(NCc1ccco1)c1cc2ccccc2o1,3,-3,2,0.9,17,15,-2,-8,5
O=S(=O)(NCCc1csc(-c2cccnc2)n1)c1cccs1,-5,-5,-10,1,5,7,4,-10,-2
COc1ccc(C)cc1S(=O)(=O)Nc1ccccc1C,-2,0,-6,1.1,3,6,3,-1,3
Cc1ccc(N(CC(=O)N2CCc3ccccc32)C2=NC(=O)CS2)cc1,-1,-3,5,1.5,0,8,3,-14,5
CCOCCCNC(=O)Cn1cc2c(n1)CCCCC2,9,-6,6,1,7,1,-9,1,6
CC1(C)CC(=O)C2=C(C1)Nc1cc3c(cc1C2c1ccc(F)cc1)OCO3 (stereo not drawn),2,-4,8,1,3,-3,0,1,6
O=C(c1ccccc1Cl)N1CCN(c2ccccn2)CC1,-7,-5,-12,1,2,-3,8,-10,1
Cc1ccc(-c2nc(SCC(=O)NCCN3C(=O)CSC3=O)[nH]c2-c2ccc(C)cc2)cc1,5,-4,0,1,-1,-2,-4,-3,10
CCOC(=O)c1oc2nc(CC(C)C)c3c(c2c1N)CCC3,7,-2,·,1,3,-1,-4,-23,25
O=C1CC(c2ccco2)CC(O)=C1C=NCCN1CCN(C2CC(=O)N(c3ccccc3)C2=O)CC1 (stereo not drawn),-4,-5,·,·,5,-2,4,12,-1
COc1cc(OC)nc(Oc2ccccc2C(=O)Oc2ccccc2Cl)n1,-12,-10,·,1.2,-12,-13,18,-1,27
CCN(CCCNC(=O)C1CCN(S(=O)(=O)CC)CC1)c1ccccc1,·,·,-11,1.5,-5,6,·,·,9
O=C(COc1ccccc1Cl)Nc1ccc(Cl)cn1,·,·,-2,0.9,12,-17,·,·,8
COC(=O)CSc1snnc1-c1ccc(Cl)c(Cl)c1,-4,-3,5,1,-3,9,6,-23,9
CC(C)c1ccc(S(=O)(=O)N2CCN(C(=O)c3cccc(F)c3)CC2)cc1,-5,-6,-29,1.2,6,-3,6,-17,1

smiles,sEH activator,S1P2 agonist,Mac1 fbg inh,PLAP activator,PostGolgi yeast,Ecoli WT expand,sEH inhibitor,S1P2 antag,PostGolgi ctrl
O=C(c1ccccc1F)N(Cc1ccccc1)C1CCS(=O)(=O)C1 (stereo not drawn),9,5,0,1.1,-1,3,-10,14,3
C=C(C)Cn1c(-c2ccc(OC)cc2)nc2ccccc21,5,-6,-3,1.5,0,1,-5,12,19
Cn1c(SCc2nc3ccccc3s2)nnc1-c1ccc2c(c1)OCO2,6,-1,0,0.8,2,8,-5,9,34*
CC(Sc1nnc2ccccn12)C(=O)Nc1ncc(Cl)cc1Cl (stereo not drawn),-6,-8,1,1,0,-14,6,4,-6
O=C(Cc1ccc(-n2c(=O)[nH]c3ccccc3c2=O)cc1)N1CCN(c2ccccc2)CC1,2,-9,4,1.2,14,-6,-1,15,16
Cc1noc(C)c1CSc1nnc(-c2ccccc2F)n1CCc1ccccc1,5,-9,-19,1.2,11,9,-1,13,24
